# rCAG binder – binds r(CAG) RNA repeats; r(CAG) RNA repeat, TO-PRO-1 dye displacement fluorescence; inhibition, % at 3 µM; hit rate 1.3% among 370,000;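 active = inhibition above the plate cutoff, the mean of all test compounds on that plate plus 3 SD, cut at about 35% in these data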;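 note: 0% = DMSO alone and 100% = 100 µM mitoxantrone as full dye displacement; higher means more dye released from RNA so lower well fluorescence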
# proKLK7 act – activates the human kallikrein-7 zymogen | activation, % at 7 µM | purified proKLK7, EDANS-DABCYL substrate fluorescence; 100% is mature enzyme control, 0% vehicle | hit rate 0.9% among 370,000 | P49862;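 active = activation above the mean of all tested compounds plus 3 SD, computed per campaign excluding outliers beyond control limits, cut at about 13% in these data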
# Target sequence (P49862 whole entry, looked up): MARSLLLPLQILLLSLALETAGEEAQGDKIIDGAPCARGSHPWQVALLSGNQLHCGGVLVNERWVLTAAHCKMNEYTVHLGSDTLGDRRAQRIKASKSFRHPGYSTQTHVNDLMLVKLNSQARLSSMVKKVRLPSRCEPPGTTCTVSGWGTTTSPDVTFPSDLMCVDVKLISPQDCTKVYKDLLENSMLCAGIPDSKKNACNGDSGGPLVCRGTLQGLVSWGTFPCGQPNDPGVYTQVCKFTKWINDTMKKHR
# NPR2 activator – GC-B (human) receptor activation | P20594 | HEK293-GC-B cells, CNP EC30, cGMP TR-FRET; 0% at EC30 CNP, 100% saturating CNP | activation, % at 10 µM | hit rate 0.11% among 370,000 | AID 1920062;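 active = activation at 10 µM reaching about 35% in either raw or pattern-adjusted values, limit read from the data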
# FXN GAA850 act – increases GAA850 frataxin promoter reporter activity; HEK293 lucGAA850 FXN promoter luciferase reporter, 24 h; percent of 10 µM SAHA response; hit rate 0.56% among 360,000; activation, % at 6 µM;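 active = activation above the average of all compounds screened plus 3 SD, cutoff fixed separately per campaign, cut at about 7.5% in these data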;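 note: 0% = DMSO wells and 100% = 10 µM SAHA wells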
# Tn6 DDE FP – inhibitors of Tn6 peptide binding to human fibrin DD(E); P02675; Fibrin DD(E) TRITC-Tn6 fluorescence polarization displacement; inhibition, % at 8.3 µM; hit rate 0.21% among 370,000;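 active = inhibition above a per-campaign cutoff: mean of compounds within control limits plus 3 SD, cut at about 15% in these data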;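 note: 0% = median of all compound wells on the plate and 100% = blocking peptide control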
# ADAM10 inh – ADAM10 inhibition, QFRET primary screen; hit rate 0.62% among 370,000; AID 720582; recombinant ADAM10, EDANS/DABCYL FRET peptide cleavage, 3 h; inhibition, % at 7 µM;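 active = inhibition above a per-campaign cutoff equal to the mean of compounds falling between control-based bounds plus 3 SD, cut at about 20% in these data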;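 note: 0% = DMSO wells while the 100% control is not disclosed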
# Target sequence (O14672 214-748 limits assumed): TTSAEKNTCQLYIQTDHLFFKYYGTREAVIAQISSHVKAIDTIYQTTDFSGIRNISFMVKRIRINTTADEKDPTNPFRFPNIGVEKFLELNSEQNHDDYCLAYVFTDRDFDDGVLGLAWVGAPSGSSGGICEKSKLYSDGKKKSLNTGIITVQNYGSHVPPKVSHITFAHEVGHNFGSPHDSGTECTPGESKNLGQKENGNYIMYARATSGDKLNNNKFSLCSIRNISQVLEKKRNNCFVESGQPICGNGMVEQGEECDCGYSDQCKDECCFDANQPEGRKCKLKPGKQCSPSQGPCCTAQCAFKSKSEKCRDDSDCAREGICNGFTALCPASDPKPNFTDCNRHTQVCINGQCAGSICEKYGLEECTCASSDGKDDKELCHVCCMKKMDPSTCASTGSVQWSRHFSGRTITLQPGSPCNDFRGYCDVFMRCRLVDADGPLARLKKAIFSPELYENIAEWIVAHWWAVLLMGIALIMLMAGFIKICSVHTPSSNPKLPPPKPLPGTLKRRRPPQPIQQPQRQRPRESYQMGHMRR
# GC-A act – GC-A (human) enzyme activation; P16066; HEK293 GC-A cells, cGMP TR-FRET, EC30 ANP; 0% at EC30 ANP, 100% saturating ANP; activation, % at 10 µM; hit rate 0.14% among 370,000; AID 1671463; in the data active = activation above about 40%
# sPLA2-III inh – Inhibits HGIII-sPLA2 liposome hydrolysis, primary screen; hit rate 0.56% among 370,000; AID 743126; inhibition, % at 12.2 µM; QFRET BODIPY PC-A2 liposome hydrolysis, fluorescence;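 active = inhibition above mean plus 3 SD of compounds lying within the high and low control bounds, cut at about 19% in these data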;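 note: 0% = median of test compound wells and 100% = no enzyme DMSO wells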
# ARFGAP1 inhibitor – inhibitors of rat ARFGAP1; Arfgap1-stimulated ARF1 GTP hydrolysis, GDP FP detection; inhibition, % at 16.5 µM; hit rate 0.26% among 360,000; AID 651572;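 active = inhibition above a per-plate limit, mean inhibition of low control wells plus 3 SD, cut at about 25% in these data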;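 note: 0% = DMSO wells with enzyme and 100% = wells lacking Arfgap1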
# Target sequence (Q62848 1-136 limits assumed): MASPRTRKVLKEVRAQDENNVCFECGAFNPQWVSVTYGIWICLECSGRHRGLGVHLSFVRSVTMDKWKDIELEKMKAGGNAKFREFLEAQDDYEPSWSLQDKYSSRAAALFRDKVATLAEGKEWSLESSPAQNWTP
#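 Assay system: Rat Arfgap1 GAP domain (His6, aa 1-136), purified enzyme | Buffer or medium: HEPES 25 mM pH 7.5, NaCl 150 mM, MgCl2, DTT | Schedule: GTP hydrolysis reaction 2 h at 25 °C | Signal: FP of antibody-bound GDP Alexa 633 tracer, ex 620/em 688 nm | Measure: Percent inhibition of Arfgap1-stimulated GTP hydrolysis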
# ASAP1 inh – inhibitors of human ASAP1 ArfGAP activity. inhibition, % at 16.5 µM. hit rate 0.19% among 360,000. AID 624377. ASAP1-stimulated ARF1 GTP hydrolysis, GDP FP detection. Q9ULH1; in the data active = inhibition above about 25%;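 note: 0% = vehicle with enzyme and substrate and 100% = no enzyme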
# An asterisk follows results filed as active; i = inactive; / = not tested or not shown.
mol	sPLA2-III inh	NPR2 activator	GC-A act	rCAG binder	ADAM10 inh	proKLK7 act	ARFGAP1 inhibitor	FXN GAA850 act	ASAP1 inh	Tn6 DDE FP
COc1ccc(CCNC(=O)c2ccn[nH]2)cc1OC	3	2	-3	4	6	-0.8	5	0.7	4	-6
COc1ccc(OC)c(C(=O)COC(=O)CN2C(=O)NC3(CCCCC3C)C2=O)c1 (stereo not drawn)	-1	2	3	-1	-1	0.5	11	1.1	-4	5
CCOC(=O)c1ccccc1N/C=C/C(=O)c1cccs1	-7	1	-2	4	-13	-1.7	-5	2.5	10	6
COC(=O)c1ccccc1NC(=O)CSc1nnnn1C1CCCCC1	-20	-1	-5	2	1	-0.1	12	1.1	11	-3
CCn1c(SCC(=O)N2CCC(C(N)=O)(N3CCCCC3)CC2)nc2ccccc2c1=O	0	7	2	1	7	0.6	16	0.9	12	-3
CCOc1ccc(C(F)(F)F)cc1NC(=O)c1ccc(OC)c([N+](=O)[O-])c1	3	-9	1	0	1	0.8	4	1.5	2	-1
CCC(C(=O)Nc1ccccc1N1CCCC1)c1cccc(Cl)c1 (stereo not drawn)	8	-14	-9	0	5	0.4	/	/	/	-1
Cn1c(=O)c2c(nc(SCC(=O)NCc3ccc4c(c3)OCO4)n2Cc2ccc(Cl)cc2)n(C)c1=O	-4	-2	5	3	2	-0.1	-10	2.6	7	-1
C=CCNC(=O)C1CCN(c2ccc(S(=O)(=O)N3CCOCC3)cc2Cl)CC1	2	-1	1	1	6	-0.8	7	1.2	12	7
O=C(Nc1ccc(-n2ccnc2P(=O)(O)c2ccccc2)cc1)c1ccccc1Br	-6	3	-1	12	-62	1.0	14	-2.8	-6	-2
Cc1nn(-c2cc(N3CCNCC3)ccc2[N+](=O)[O-])c(=O)c2ccccc12	-8	1	1	8	3	-0.4	-9	2.2	11	-5
CCOc1ccccc1N1CCN(S(=O)(=O)c2ccc3c4c(cccc24)C(=O)N3)CC1	-18	-5	-14	37*	0	-0.3	-2	-0.8	0	-19
CCOC(=O)c1ccc(NC(=O)C2CC2)cc1	11	1	-1	0	-5	-0.7	-12	3.9	3	-13
COc1ccccc1OCCn1cc(C=O)c2ccccc21	-6	-6	-2	0	1	0.8	-6	-1.1	-6	6
Cc1csc2nc(CSc3nc4ccccc4o3)cn12	-6	3	1	-1	-2	0.5	8	4.0	2	-4
CC(=O)NCc1ccc(-c2csc(NC(=O)CCc3nc4ccccc4c(=O)[nH]3)n2)s1	0	1	1	9	-119	8.9	16	1.3	-2	-8
Cc1cc(C)n2nc(NCc3cccc(Br)c3)nc2n1	5	3	-2	-2	-290	1.9	0	4.2	5	5
CC1=C(C(=O)Nc2ccc(Br)cc2)C(c2ccco2)NC(=O)N1 (stereo not drawn)	10	-5	-1	-1	9	-0.1	3	-0.8	1	-2
O=C(O)C=C(Br)Br	16	3	0	2	-23	-0.8	17	1.4	8	-3
CC(C)(C)n1nnnc1C(c1ccncc1)N1CCN(C2CCCCC2)CC1 (stereo not drawn)	6	-2	3	-5	-3	0.0	-8	-0.6	-7	-4
CC[C@]12c3[nH]c4ccc(OC)cc4c3CCN1C(=O)C(CC(=O)NCCCN(C)C)C[C@@H]2C(=O)N1CCN(C(=O)c2ccco2)CC1 (stereo partly drawn)	-6	-3	-1	6	-2	0.5	0	-0.3	-11	-1
CC(NC(=O)c1cc(-c2cccs2)on1)c1ccccc1 (stereo not drawn)	4	3	3	1	4	0.0	3	-0.6	17	-1
CCOc1ncccc1C(=O)N1CCN(S(=O)(=O)c2ccc3ccccc3c2)CC1	-4	-5	-5	-5	4	0.2	11	1.4	1	2
CCOc1cc(N2C(=O)CC3CS(=O)(=O)CC32)c(OCC)cc1NC(=O)c1ccccc1 (stereo not drawn)	2	1	2	-5	1	-0.4	1	-1.4	-10	-3
O=C(Nc1cccc(S(=O)(=O)NC2=NCCC2)c1)c1ccc(OC(F)F)cc1	-1	-1	1	4	7	0.5	3	-1.4	-6	1
O=C(NCCSCc1ccc(Cl)cc1Cl)c1ccc(CN2CCOCC2)cc1	2	-6	1	-3	-7	0.0	-2	1.8	-2	3
Cc1occc1-c1nnc(SCC(=O)N2CCc3ccccc32)o1	5	-7	13	-1	-4	-0.3	5	-2.2	2	-8
C/C(=N\OC(=O)c1ccc(F)cc1)c1sc(-c2ccccc2)nc1C	-1	-11	10	0	-4	-0.3	-12	0.3	-4	15
Cc1ccc(CN2CCCCC(NC(=O)C(C)(C)C)C2=O)cc1 (stereo not drawn)	-3	1	-2	0	-2	-0.4	/	/	/	1
COc1ccc(-n2c(Cc3cccn3C)nnc2SCC(=O)NC2CCCCC2)cc1	-13	2	-3	-2	-3	0.6	-2	-0.5	-1	-3
O=C1CC(N2CCOCC2)C(=O)N1c1ccc(Cl)cc1 (stereo not drawn)	1	0	4	2	-3	0.0	3	-1.8	-8	7
Cc1ccn2c(=O)nc(SCC(=O)Nc3cc(C)on3)nc2c1	5	-1	0	4	-26	-1.0	0	0.5	7	7
Cc1cccc(NC(=O)Cn2nnc3sc4c(c3c2=O)CC(C)(C)OC4)c1	-7	5	-1	2	4	0.2	-2	-0.9	-4	1
COc1ccc(CN(Cc2cc3cc4c(cc3[nH]c2=O)OCO4)C(=O)NC2CCCCC2)cc1	2	0	8	1	-12	-0.5	13	-2.4	2	1
CN1CCN(CC#Cc2ccccc2)CC1CCO (stereo not drawn)	10	1	6	-1	8	0.4	-7	-0.3	-3	2
Cc1[nH]nc(-c2ccc(O)cc2O)c1Oc1ccccc1	-48	/	/	5	9	-0.1	18	-3.4	7	7
Cc1ccc(N2CC(O)=C(c3ccccc3)C2=N)cc1	-5	-4	-4	-5	-7	0.7	4	2.8	8	3
COc1ccc(/C(N)=N/OC(=O)CN(C)S(=O)(=O)c2ccccc2)cc1	-14	-1	1	-2	3	0.0	-8	0.7	-8	-9
COc1cc(F)ccc1-c1csc(C(C)(O)c2ccc(F)c(F)c2)n1 (stereo not drawn)	-13	-14	-1	-1	15	-0.1	15	-0.2	8	-5
O=C(NCCc1ccccc1)c1ccc(-c2ccccc2Cl)o1	-17	3	0	-3	4	0.0	5	1.3	10	-6
CS(=O)(=O)C1=NSC2=NC(=O)/C(=C\c3ccc(OC(=O)c4ccco4)c(Br)c3)C(=N)N21	-1	-3	4	40*	-28	0.7	-1	1.1	-8	1
CCOC(=O)C(NC(=O)CC)(N1CCc2ccccc2C1)C(F)(F)F (stereo not drawn)	-2	-2	-2	1	6	-0.1	7	-0.8	-4	12
COc1ccc2oc(=Nc3cccc(F)c3)c(C(N)=O)cc2c1	5	3	22	0	i	2.4	2	4.1	-9	2
Cc1sc(N)c(C#N)c1C	2	8	1	1	-2	-0.5	4	1.6	-6	4
Cc1cc(C(=O)O)c(CSc2ncn[nH]2)o1	21*	0	2	3	1	-0.1	2	-0.9	-3	0
COc1cc(CN2CCc3ccccc3C2)cc([N+](=O)[O-])c1O	0	1	0	0	8	-0.2	2	2.2	1	-5
O=C(NN1C(=O)C2C(C1=O)C1C=CC2C12CC2)c1ccccc1 (stereo not drawn)	0	-1	3	-1	-2	0.1	-1	0.1	4	4
C/C(CC(=O)Nc1cc(C)cc(C)c1)=N\NC(=O)c1ccccn1	-27	4	-4	-2	-4	-0.1	-5	2.8	7	3
CC(=O)N1CCCc2cc(S(=O)(=O)N3CCCC(C(=O)N4CCN(c5cccc(Cl)c5)CC4)C3)ccc21 (stereo not drawn)	-9	-4	-4	4	8	1.0	-3	-8.0	-1	-4
Cc1ccc(-n2c(SCC(=O)N3CC(=O)Nc4ccccc43)nc3ccccc3c2=O)cc1	-2	-8	-14	17	6	-0.3	2	-0.4	5	-9

# (further entries)
mol	sPLA2-III inh	NPR2 activator	GC-A act	rCAG binder	ADAM10 inh	proKLK7 act	ARFGAP1 inhibitor	FXN GAA850 act	ASAP1 inh	Tn6 DDE FP
C#CCOCCOCCOCCNc1nc(N2CCOCC2)nc(N2CCN(C(=O)[C@H]([C@@H](C)O)n3cc(CCCCN)nn3)CC2)n1	-6	5	2	-2	7	0.4	10	2.3	14	4
O=C(Nc1ccccc1)Nc1ccccc1Br	-2	5	3	-1	9	-0.4	11	6.3	10	7
CCOc1ccc(NC(=O)NCCN2CCN(c3ccccc3F)CC2)cc1	-9	2	3	0	0	0.3	0	-0.2	-20	0
O=C(Nc1ccccc1)OCCN1CCCC12CCC(c1ccccc1)CC2 (stereo not drawn)	7	-4	-4	/	-10	/	/	/	/	-5
CCCCCCCCN1C(=O)[C@@H](CC(=O)N2CCN(C(=O)c3ccco3)CC2)C[C@@]2(C(=O)OC)C1=C[C@H](C(C)C)O[C@@H]2C1CC1	-10	-5	0	7	13	0.7	/	/	/	-9
COc1ccc([C@H]2CC(=O)C=C(c3cccc(Cl)c3)C2)cc1	-4	8	1	-3	7	0.0	-3	0.4	2	-3
CCN(CC)S(=O)(=O)c1cccc(-c2nnc(C(=O)c3ccc(C(F)(F)F)cc3)o2)c1	0	2	-4	2	1	0.1	-2	-4.9	0	1
Cc1sc2ncnc(N/N=C/c3cccc(O)c3)c2c1C	-24	-2	-3	10	1	-0.3	-8	3.8	4	1
C=CCn1cc(Cl)cc(C(=O)Nc2ccccc2)c1=O	1	-4	2	3	20	0.2	-11	4.1	-12	-3
COc1ccc(CCNC(=O)c2ccc(CS(=O)Cc3ccc(Cl)cc3)o2)cc1OC (stereo not drawn)	5	1	-3	-8	-10	0.0	10	-0.8	-5	7
COc1ccc(N2CCN(C(=O)c3ccc(Br)cc3)CC2)c([N+](=O)[O-])c1	-3	-1	-7	-3	8	0.2	-5	0.1	-8	-9
CCOC(=O)CC1C(=O)NCCN1S(=O)(=O)c1cccc(C(F)(F)F)c1 (stereo not drawn)	-3	5	0	-5	2	0.5	-5	1.1	13	8
COc1cc(N(C)C)c([N+](=O)[O-])cc1C(=O)N1CCOCC1	5	2	-2	-2	2	-0.2	4	-1.0	-6	5
CCN1C(=O)[C@H]2[C@@H](c3ccc(OC)cc3)N[C@]3(CCCN(Cc4ccccc4)C3=O)[C@H]2C1=O	-1	-3	2	0	-7	0.4	-8	0.5	9	0
CCOc1ccc2nc(NC(=O)c3cccc(-c4cc5ccccc5oc4=O)c3)sc2c1	0	0	-4	3	-9	-0.1	0	1.8	6	-6
O=C(O)CCn1cnc2ccccc2c1=O	-3	1	9	0	-6	-0.3	5	0.8	-12	4
Cc1ccc2nc(-c3ccccc3)c(Cc3cccc(F)c3)n2c1	0	25	11	4	-128	0.8	2	/	-13	-1
Cc1ccc(C(C)C)c(OCC(O)CNC2CCCC2)c1 (stereo not drawn)	1	-1	-2	5	3	-0.5	-7	-0.3	-5	2
